ALOX12 inh: Primary qHTS assay for inhibitors of human arachidonate 12S-lipoxygenase (ALOX12): Round 2; 580,000 compounds, 1.1% hits; purified 12hLO, xylenol orange hydroperoxide absorbance; Polyunsaturated fatty acid lipoxygenase ALOX12 (Homo sapiens), P18054; AID 1671190, 2021; Potency, µM (top dose mostly 108 µM), for inactives: at the top dose activity change, negative = inhibition, hits mostly inhibitors; also: potency is read from the fitted curve at half-maximal effect; % is scaled to controls: 0 for no effect and ±100 for the full control effect
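Purified human 12hLO (150 nM final) in 25 mM Hepes, 0.01% Triton X-100, pH 7.0 was preincubated 15 min at room temperature with compound. Then 40 uM arachidonic acid was added, 30 min. Hydroperoxide was read by Fe-XO absorbance ratio 573/405 nm.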
TRHR ag: qHTS for Small Molecule Agonists and Allosteric Enhancers of Human TRH Receptor: Primary Screen for Agonists; 360,000 compounds, 0.18% hits; AID 493084, 2011; Thyrotropin-releasing hormone receptor (Homo sapiens), P34981; TRHR cells, calcium flux fluo-8, FDSS agonist mode; activation, % at 2 µM; in the data active = activation above about 30%; also: 0% is about no effect
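In this calcium-flux screen, cells bearing human TRHR are dye-loaded with fluo-8, baselined for 10 cycles, then exposed to library compounds; positive kinetic calcium responses during the agonist phase mark hits, with TRH as control.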
ERG-DNA inh: qHTS for Small Molecule Inhibitors of the ERG Ets/DNA interaction; Transcriptional regulator ERG (Homo sapiens), P11308; 370,000 compounds, 0.028% hits; Potency, µM (titrated, usually from 76.9 µM), for the others: at the highest dose FP activity, negative = inhibition, usual class: inhibitors; fluorescence polarization, His-ERG Ets domain / labelled DNA; active = well fitted inhibition curve with a large enough effect in the polarisation, with a control signal flat; inconclusive = small, poorly fitted or top-dose-only effect, or effect the other way, or a change in a side signal; inactive = no such curve, though single readings can be large or run the other way; the % refers to the polarisation;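 also: polarization taken with two DNA probes labelled with fluorescein and Texas red; potency is read from the fitted curve at half-maximal effect; % of control where 0% means no effect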
Target sequence (P11308 whole entry, looked up, the tested form may be a part): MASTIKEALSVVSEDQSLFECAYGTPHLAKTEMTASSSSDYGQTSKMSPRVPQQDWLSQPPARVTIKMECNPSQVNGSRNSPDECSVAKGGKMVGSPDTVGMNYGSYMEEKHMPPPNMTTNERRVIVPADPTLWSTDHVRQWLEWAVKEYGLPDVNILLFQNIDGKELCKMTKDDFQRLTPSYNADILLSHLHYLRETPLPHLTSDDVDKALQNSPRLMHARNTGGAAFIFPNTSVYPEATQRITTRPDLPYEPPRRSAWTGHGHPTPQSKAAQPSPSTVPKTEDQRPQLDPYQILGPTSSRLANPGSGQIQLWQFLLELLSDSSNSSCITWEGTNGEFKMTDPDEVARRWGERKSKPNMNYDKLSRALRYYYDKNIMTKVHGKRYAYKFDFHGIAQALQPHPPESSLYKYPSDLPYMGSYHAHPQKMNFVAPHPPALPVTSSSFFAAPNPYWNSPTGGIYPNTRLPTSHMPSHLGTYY
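His-tagged ERG Ets domain (1 uM in the protein solution; 300mM KCl, 50mM Tris-HCl, 1mM EDTA, 1mM DTT, pH 7.5) received compound, then a probe mix of 5 nM fluorescein-DNA and 100nM Texas-615-DNA. Fluorescence polarization was read for both dyes.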
Pol beta inh: qHTS Assay for Inhibitors of DNA Polymerase Beta. AID 485314, 2010. Pol beta primer extension/strand displacement, fluorescence kinetic. 340,000 compounds, 1.3% hits. Potency, µM (series often up to 114 µM), without a hit: top-dose activity change, negative = inhibition, most hits filed as inhibitors; also: potency is read from the fitted curve at half-maximal effect; % is scaled to controls: 0 for no effect and ±100 for the full control effect
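Reaction started by 50 nM substrate onto compound-treated Pol beta (10 nM, 15 min preincubation, room temperature); plates read at 0 min and 10 min. Normalized concentration-effect data fitted by four-parameter Hill equation.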
Pol kappa inh: qHTS for Inhibitors of Polymerase Kappa | DNA polymerase kappa (Homo sapiens), Q9UBT6 | purified Pol kappa, fluorescent DNA synthesis assay, 10 min | Potency, µM (highest dose often 107 µM), without a hit: top-dose activity, negative = inhibition, usual class: inhibitors | 400,000 compounds, 0.53% hits | AID 588579, 2011; also: potency is read from the fitted curve at half-maximal effect; % is scaled to controls: 0 for no effect and ±100 for the full control effect
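Readout: fluorescence, taken kinetically at 0 and 10 min. Conditions: 10 nM Pol kappa, 15 min RT compound preincubation, 50 nM substrate final. Controls: enzyme-free buffer wells.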
Anesthetic bind: qHTS Assay for Identification of Novel General Anesthetics | Ferritin light chain (Equus caballus), P02791 | apoferritin/1-aminoanthracene competitive binding, fluorescence | Potency, µM (highest dose often 77.5 µM), without a hit: at the highest dose activity change, negative = displacement, actives largely listed as inhibitors | 350,000 compounds, 0.074% hits | AID 485281, 2010; also: potency is read from the fitted curve at half-maximal effect; % is scaled to controls: 0 for no effect and ±100 for the full control effect; nearly all actives have a fitted effect of over 20% in size
Target sequence (P02791 2-175 limits assumed): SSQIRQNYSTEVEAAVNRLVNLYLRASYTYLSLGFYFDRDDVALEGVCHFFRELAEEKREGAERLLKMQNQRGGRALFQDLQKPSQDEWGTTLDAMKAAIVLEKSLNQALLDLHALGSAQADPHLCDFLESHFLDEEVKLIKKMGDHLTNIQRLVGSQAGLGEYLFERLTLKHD
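Probe: 1-aminoanthracene (50% saturated, PBS). Protein: horse-spleen apoferritin, 10 uM. Incubation: 10 min, room temperature. Detection: 380 nm excitation, 535 nm emission. Analysis: normalized response, four-parameter Hill.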
APEX1 inh: qHTS Assay for Inhibitors of the Human Apurinic/apyrimidinic Endonuclease 1 (APE1). DNA repair nuclease/redox regulator APEX1 (Homo sapiens), P27695. recombinant APE1, TAMRA/BHQ-2 abasic DNA cleavage fluorescence. Potency, µM (highest dose often 65.8 µM), without a hit: at the highest dose activity change, negative = inhibition, most hits filed as inhibitors. 350,000 compounds, 0.35% hits;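 also: potency is read from the fitted curve at half-maximal effect; plate controls were vehicle for no effect and reference inhibitor for full effect; nearly all actives have a fitted effect of over 55% in size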
Target sequence (P27695 whole entry, looked up): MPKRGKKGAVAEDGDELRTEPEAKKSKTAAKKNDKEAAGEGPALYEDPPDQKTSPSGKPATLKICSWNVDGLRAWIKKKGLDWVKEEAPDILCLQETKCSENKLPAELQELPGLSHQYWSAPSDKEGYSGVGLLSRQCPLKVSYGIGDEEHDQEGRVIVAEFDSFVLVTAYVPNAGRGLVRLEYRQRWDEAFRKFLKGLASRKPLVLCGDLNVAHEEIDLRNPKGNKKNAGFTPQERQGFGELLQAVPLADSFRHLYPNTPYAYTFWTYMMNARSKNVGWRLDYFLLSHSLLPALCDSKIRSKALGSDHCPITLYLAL
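Kinetic fluorescence read (525 ex/598 em nm, three reads 60 s apart) of AP-site incision; signal = third minus first read. Enzyme 0.75 nM, dual-labelled THF duplex 50 nM, compound preincubation 15 min RT.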
BLM inh: qHTS Assay for Inhibitors of Bloom's syndrome helicase (BLM); RecQ-like DNA helicase BLM (Homo sapiens), P54132; recombinant BLM DNA unwinding, fluorescence dequenching; Potency, µM (top dose mostly 56.1 µM), inactives show at the top dose activity change, negative = inhibition, hits mostly inhibitors; 350,000 compounds, 0.2% hits; AID 2528, 2010;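 also: potency is read from the fitted curve at half-maximal effect; plate controls were vehicle for no effect and no enzyme for full effect; nearly all actives have a fitted effect of over 35% in size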
POLI inh: qHTS for Inhibitors of Polymerase Iota; 390,000 compounds, 1% hits; Potency, µM (highest dose often 115 µM), inactives show top-dose activity, negative = inhibition, actives largely listed as inhibitors; DNA polymerase iota (Homo sapiens), Q9UNA4; Pol iota fluorescent replication assay, 10 min; AID 588590, 2011; also: potency is read from the fitted curve at half-maximal effect
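Pol iota at 10 nM preincubated 15 min with compounds at room temperature; reaction started with fluorescent substrate, 50 nM final. Fluorescence read kinetically at 0 and 10 min; buffer-only wells as negative control.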
* = called active by the depositor; ? = inconclusive; . = not tested or not shown; [ ] = dose if it differs, or a comment. Unless noted, calls follow the shape of the dose curve; as a rule, active = well fitted curve in the direction sought with a large enough effect; inconclusive = small, poorly fitted or top-dose-only effect, or another doubt; inactive = no such curve, though single readings can be large; an effect the other way counts as inactive or inconclusive. Only part of the results is shown. The share of hits here may be higher or lower than overall.

SMILES	ALOX12 inh	TRHR ag	ERG-DNA inh	Pol beta inh	Pol kappa inh	Anesthetic bind	APEX1 inh	BLM inh	POLI inh
COc1ccc(NC(=O)Cn2cnc3c(nc4n3CCCCC4)c2=O)c(OC)c1	-7.6%	0.1	-4.8%	2.1%	-24.5%	-1.2%	.	0.6%	-16.0%
CCC(C)n1c(SCC(=O)/C(C#N)=C(\C)N)nc2ccccc2c1=O (stereo not drawn)	2.3%	0.6	1.3%	1.9%	-4.5%	-9.9%	-5.4%	-8.4%	14.2%
CC(C)(C)c1ccc(-c2noc(-c3ccc4c(c3)CCO4)n2)cc1	9.9%	0.5	-12.6%	37.9%	0.0%	-12.7%	12.4%	-3.5%	67.8%[activator]
O=C(Cc1ccc(F)cc1)N1CCC(CC2CC(c3cccc(Br)c3)=NO2)(C(=O)NCC2CCCCC2)CC1 (stereo not drawn)	-11.3%	-0.1	5.2%	19.5%	-5.3%	62.4%[activator]	2.0%	-4.3%	-13.8%
COc1ccc(-n2c3c(cc(C(=O)NNc4ccccc4C)c2=O)C(=O)CC(C)(C)C3)cc1	?	-0.1	-3.1%	26.8%	-1.9%	-8.3%	-2.3%	-0.7%	3.8%
COc1ccc(C(=O)c2cn(Cc3ccccc3OC)c3cc4c(cc3c2=O)OCO4)cc1	-18.0%	-0.1	-2.2%	-0.7%	0.5%	-2.9%	.	1.7%	26.7%
Cc1cccc(C)c1NC(=O)NC1CCc2ccccc21 (stereo not drawn)	20.2%	0.5	4.6%	23.3%	-3.3%[60.1 µM]	-1.0%	17.8%	-6.8%	23.7%
Cc1cccc(Nc2nnc(SCC(=O)NC(=O)Nc3ccc4c(c3)OCCO4)s2)c1	?	-1.0	1.7%	9.0%	-18.3%	-0.5%	2.5%	-5.9%	-0.3%
COc1ccc(OC)c(NS(=O)(=O)c2cc3c(cc2Cl)N(C(C)=O)CCO3)c1	-14.3%	0.6	-3.0%	8.8%	-3.2%	-19.3%	.	-4.8%	-5.7%
O=[N+]([O-])c1ccc(OCC(O)CN(C2CCCCC2)C2CCCCC2)cc1 (stereo not drawn)	17.9%	-0.1	-4.5%	45.7%	-18.3%	-6.9%	1.2%	1.2%	-2.8%
C#CCN1C=C(C(=O)OCC)C(C)NS1(=O)=O (stereo not drawn)	5.4%	.	-1.5%	.	5.2%	.	2.7%	.	3.4%
CC(OC(=O)c1ccc(Cl)nc1)C(=O)Nc1ccc2c(c1)OCO2 (stereo not drawn)	10.9%	0.3	17.6%	.	-5.7%	.	15.5%	.	37.8%[activator]
COc1ccc(CC(=O)Oc2ccc(F)cc2)cc1	-14.2%	-1.2	8.2%	10.9%	-3.7%	-9.8%	-8.3%	-4.8%	16.5%
COc1ccc(CN2C(=O)c3c(c(C)n(C)c3C)C2C(=O)NC2CCC(C)CC2)cc1 (stereo not drawn)	-0.3%	-0.1	2.3%	-0.7%	-6.2%	?	-2.6%	-1.5%	71.3%[activator]
O=C(NCC(c1ccco1)N1CCOCC1)c1ccc(C(F)(F)F)cc1 (stereo not drawn)	?	0.1	0.8%	.	-3.2%	.	4.8%	.	16.5%
CC(C)c1nc(=S)n(-c2ccccc2)[nH]1	?	0.2	-2.4%	?	6.3%	-5.5%	-0.1%	-0.6%	-6.7%
COc1ccc(OCCCC(=O)OCC(=O)Nc2nnc(-c3ccccc3)o2)cc1	-8.0%	-0.1	-4.4%	.	7.6%	.	0.3%	.	12.9%
Cc1nc([N+](=O)[O-])cn1CC(=O)Nc1ccc(Cl)cc1	40.2%[activator]	0.2	5.7%	21.5%	-13.4%	-3.8%	2.6%	-4.1%	21.4%
CC(=O)c1cc(CN2CCC(n3nccc3NC(=O)c3ccccc3)CC2)cs1	-3.8%	0.0	6.4%	?	-7.3%	-3.0%	19.4%	-4.1%	9.6%
CN(C)C(=O)COc1ncnc2scc(-c3ccc(F)cc3)c12	0.5%	0.5	-5.1%	4.7%	5.8%	-5.7%	-2.4%	-2.6%	1.3%

Gathered by group: the entries above with an aryl thioether with sulfur outside any ring
SMILES	ALOX12 inh	TRHR ag	ERG-DNA inh	Pol beta inh	Pol kappa inh	Anesthetic bind	APEX1 inh	BLM inh	POLI inh
CCC(C)n1c(SCC(=O)/C(C#N)=C(\C)N)nc2ccccc2c1=O (stereo not drawn)	2.3%	0.6	1.3%	1.9%	-4.5%	-9.9%	-5.4%	-8.4%	14.2%
Cc1cccc(Nc2nnc(SCC(=O)NC(=O)Nc3ccc4c(c3)OCCO4)s2)c1	?	-1.0	1.7%	9.0%	-18.3%	-0.5%	2.5%	-5.9%	-0.3%

(list continues)
SMILES	ALOX12 inh	TRHR ag	ERG-DNA inh	Pol beta inh	Pol kappa inh	Anesthetic bind	APEX1 inh	BLM inh	POLI inh
Cc1cc(S(=O)(=O)NCC(c2ccc(F)cc2)N2CCN(C)CC2)ccc1F (stereo not drawn)	?	0.9	-8.6%	.	-11.8%	.	-11.5%	.	41.7%[activator]
Cc1nc(SCC(=O)Nc2ccccc2Cl)oc1C	0.0%	-0.1	4.0%	-8.4%	8.8%	-10.7%	-11.1%	-2.8%	29.8%
COc1ccc(-c2nnn3c2nc(NCCc2ccc(OC)c(OC)c2)c2ccccc23)cc1	-4.0%	0.3	6.9%	-9.1%	0.8%	-6.2%	.	-7.0%	59.7%[activator]
Nc1c(-c2ccccc2)sc2ccc3ccccc3[n+]12	?	-1.2	1.6%	?	?	?	-8.1%	-1.3%	?
CCOC(=O)C(Oc1ccc2c(-c3ccc(OC)cc3)cc(=O)oc2c1C)c1ccccc1 (stereo not drawn)	-9.5%	0.4	-8.4%	26.4%	-4.8%	?	-1.2%	-6.3%	-13.6%
O=S(=O)(Nc1ncccn1)c1ccccc1	?	0.4	-7.0%	24.8%	-8.8%	4.3%	-9.0%	-1.7%	121.4%[activator]
Nc1c(C(=O)c2ccco2)oc2ccccc12	-25.7%	-0.3	.	-10.4%	.	-19.9%	?	-4.5%	.
c1ccc2c(Nc3nncs3)c3ccccc3nc2c1	0.0%	0.3	-2.9%	-14.1%	-3.1%	-2.2%	2.3%	-6.6%	?
COc1cc(-c2cc(-c3ccc(O)cc3)nc(N)c2C#N)ccc1O	?	-0.7	-4.2%	1.5%	-8.0%	-8.3%	9.5%	4.1%	5.3%
O=C(O)c1cc2ncc(-c3[nH]ncc3[N+](=O)[O-])cn2n1	-0.9%	0.0	4.5%	-26.3%	-32.4%	-0.3%	-7.5%	-9.0%	?
COc1cc(CN2CCc3ccc(NC(=O)CCc4ccccc4OC)cc3C2)ccc1O	-24.6%	-0.2	-6.5%	-21.3%	4.2%	-19.8%	21.0%	-1.9%	-5.9%
CCOc1ccc(CCNC(=O)c2cc([N+](=O)[O-])ccc2N2CCOCC2)cc1OCC	0.0%	-0.2	-3.5%	15.6%	-2.5%	-12.9%	19.6%	-1.3%	-2.1%
COc1ccc(C=O)c(OCc2cn(CC(=O)c3ccc(O)cc3)nn2)c1	1.26µM*	.	3.4%	.	-17.4%	.	.	.	?
CCC(C)C(NC(=O)c1ccc(Cl)cc1Cl)C(=O)O (stereo not drawn)	-4.6%	0.3	-0.6%	23.1%	-2.7%	-5.5%	7.3%	-0.8%	7.9%
CCOC(=O)N1CCC(N2C(=O)c3ccccc3C2Nc2ccc(S(=O)(=O)N3CCOCC3)cc2)CC1 (stereo not drawn)	-7.6%	-0.1	0.6%	?	-0.4%	-15.6%	?	0.3%	37.3%[activator]
O=C(CCc1n[nH]c(=O)[nH]c1=O)N/N=C/c1ccc(Br)o1	-4.5%	0.6	1.1%	-1.3%	-19.2%	0.5%	-7.8%	-0.1%	6.0%
O=C(CSc1nc2ccc(Cl)cc2[nH]1)NCCc1ccccc1	-21.3%	-0.2	.	1.9%	-23.2%	-11.1%	-7.8%	-0.6%	19.3%
O=C(CN1CCN(CC(=O)Nc2ccccc2F)CC1)Nc1ccc2c(c1)OCCO2	-5.4%	0.6	9.7%	25.4%	-4.1%	-8.6%	-4.0%	-6.4%	-5.8%
CCc1ccc2oc(-c3cc(N)cc(C)c3O)nc2c1	?	0.2	1.1%	3.1%	-14.4%	-10.6%	-6.1%	-3.7%	-9.6%
COc1ccccc1C(=O)OCn1nnc2ccccc2c1=O	-5.0%	0.0	-2.7%	-9.7%	-1.1%	-8.7%	0.0%	-2.2%	-0.1%
CCNc1ccc(C(=O)O)cc1N	-17.5%	0.3	?	-19.4%	8.4%	-1.7%	-4.3%	-1.7%	-0.1%
O=C(NCC1CCN(c2ccc(S(=O)(=O)N3CCOCC3)cc2)CC1)c1cccc(Cl)c1	5.1%	1.7	.	-16.9%	-5.9%	-10.7%	11.0%	-8.3%	12.3%
O=C(COc1ccccc1F)N1CCN(S(=O)(=O)/C=C/c2ccccc2)CC1	?	-0.7	-0.5%	50.5%	-5.8%	-6.7%	?	-2.5%	13.4%
CCCc1nc(SCC(=O)N2CCCC2)c2ccccc2n1	-12.7%	-0.4	-2.1%	0.6%	-7.8%	-14.8%	-4.6%	-0.5%	12.4%

From PubChem BioAssay
